Assay outcomes (PubChem)
E-selectin induc = induces E-selectin expression in human endothelial cells | P16581 | HUVEC E-selectin immunofluorescence imaging; normalized: neutral wells 0, TNF-alpha wells 100 | activation, % at 7.58 µM | 260,000 compounds, 0.37% hits | AID 686992;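 active = mean E-selectin-positive cell signal at least 10% of the positive control, reached in at least 60% of replicates, without over 20% cell loss; inconclusive = no rule given, readout overlaps actives, possibly toxicity-flagged; inactive = the rest, including those meeting only one limit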;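 also: in these data hits start at about 27%; measured in HUVEC primary endothelial cells; signal is the percent of cells scored E-selectin positive by PE staining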
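Material: HUVEC primary endothelial cells; Amount: 3,000 cells per well; Dosing: single concentration; Medium: EGM-2 growth medium on 0.1% gelatin-coated wells; Read-out basis: percent E-selectin-positive cells; Signal: immunofluorescence imaging; Control set: TNF-alpha, DMSO.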
ERp5 inh = blocks human ERp5 reductase activity on insulin; inhibition, % at 9.99 µM; Q15084; 350,000 compounds, 0.05% hits; ERp5 insulin aggregation, absorbance 650 nm, 90 min;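 active = mean replicate inhibition above about 25%, with every replicate also reaching it, limit read from the data, passing the limit was not always enough; inconclusive = only one of those two criteria met; inactive = neither criterion met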
RAD54 inh = blocks human RAD54 Holliday junction branch migration. 360,000 compounds, 0.14% hits. inhibition, % at 10.4 µM. AID 602329. Q92698. FAM/BHQ fluorescence;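 active = mean normalized replicate activity at least 40 and at least half of replicates scoring 40 or more; inconclusive = only one of the two criteria met; inactive = mean below 40 and under half of replicates reaching 40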;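 also: 0% = median of neutral control wells and 100% = median of positive control wells; inhibitors cause a drop in the FAM fluorescence signal; in these data hits start at about 50%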
Target sequence (Q92698 whole entry, looked up): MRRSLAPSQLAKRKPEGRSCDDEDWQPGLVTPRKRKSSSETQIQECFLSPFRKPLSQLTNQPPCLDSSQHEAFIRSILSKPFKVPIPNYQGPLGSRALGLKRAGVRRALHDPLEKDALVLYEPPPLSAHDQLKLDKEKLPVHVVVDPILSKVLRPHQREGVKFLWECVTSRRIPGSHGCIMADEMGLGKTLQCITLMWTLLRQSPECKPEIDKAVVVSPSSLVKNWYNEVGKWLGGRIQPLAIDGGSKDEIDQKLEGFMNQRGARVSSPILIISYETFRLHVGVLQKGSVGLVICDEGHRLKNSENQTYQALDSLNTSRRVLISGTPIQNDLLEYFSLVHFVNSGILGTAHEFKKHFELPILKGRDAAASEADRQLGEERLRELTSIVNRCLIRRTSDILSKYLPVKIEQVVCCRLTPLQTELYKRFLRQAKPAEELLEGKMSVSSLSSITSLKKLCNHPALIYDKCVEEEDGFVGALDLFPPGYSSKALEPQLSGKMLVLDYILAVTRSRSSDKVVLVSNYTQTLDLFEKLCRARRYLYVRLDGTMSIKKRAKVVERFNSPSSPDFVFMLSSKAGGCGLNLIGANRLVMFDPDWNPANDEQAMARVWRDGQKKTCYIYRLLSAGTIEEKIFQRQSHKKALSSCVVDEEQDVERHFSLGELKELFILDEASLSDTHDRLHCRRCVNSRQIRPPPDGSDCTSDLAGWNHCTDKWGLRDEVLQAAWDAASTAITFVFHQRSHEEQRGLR
ERAP1 HTS inh = blocks human ERAP1 aminopeptidase activity; Q9NZ08; recombinant ERAP1, Leu-AMC fluorescence, 60 min; inhibition, % at 10.7 µM; 340,000 compounds, 0.15% hits;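 active = mean replicate inhibition of at least 30%, or all replicates individually reaching that 30% level; inactive = mean below 30% and not every replicate reaching it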;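 also: 0% = neutral control wells and 100% = L-leucinethiol positive control wells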
S100A4 MyoIIA = S100A4-myosin IIA interaction inhibition; 360,000 compounds, 0.14% hits; P26447; AID 652163; S100A4/TAMRA-MyoIIA peptide fluorescence polarization; inhibition, % at 10.7 µM;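 active = mean inhibition of at least 70% across replicates, with every replicate also reaching that level; inconclusive = mean inhibition reaches 70% but some replicates fall short; inactive = mean inhibition below 70%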
Target sequence (P26447 whole entry, looked up): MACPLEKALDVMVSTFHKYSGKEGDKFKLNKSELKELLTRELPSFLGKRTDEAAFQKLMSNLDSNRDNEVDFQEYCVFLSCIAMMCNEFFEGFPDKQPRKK
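Material: S100A4 monomer protein | Medium: HEPES pH 7.2 with CaCl2, KCl, NaCl, DTT, Triton | Reagent: Labelled myosin peptide probe, 5 nM | Doses: One dose per compound | Times: 5 min incubation before reading | Benchmarks: Neutral control DMSO, positive control TFP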
esBAF inh = SWI/SNF esBAF complex inhibition; mouse ES cells, Bmi1-luciferase knock-in reporter, 24 h; 100% = twice the neutral-well signal; reporter increase, % at 12.5 µM; 350,000 compounds, 2% hits; in the data active = activation above about 40%; inconclusive = no clear call, values can overlap the other calls;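 also: 0% = median of the plate's neutral control wells and 100% = double that signal; a rise in the Bmi1 reporter signal indicates esBAF inhibition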
XiGFP reactiv = reactivates the inactive X chromosome in mouse fibroblasts; XiGFP mouse fibroblasts, % GFP-positive cells imaging, 3 d; cells co-treated with 5-aza-dC sensitizer; scaled so ellipticine positive control = 100%; activation, % at 7.58 µM; 360,000 compounds, 0.055% hits; AID 743238;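 active = mean normalized replicate activation at least 10% and every replicate at or above 10%; inconclusive = only one of the two criteria met; inactive = mean below 10% and not all replicates reach 10%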;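 also: 0% = median of on-plate neutral control wells and 100% = ellipticine 6 µM median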
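System: SV40-immortalized XiGFP fibroblast cells, line 68-5-11 / Incubation: 3-day compound exposure, then 15 min fixation at room temperature / Compound: single concentration per compound, delivered by pin transfer / Buffer or medium: DMEM plus 5-aza-dC sensitizer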
RAD52 inh = inhibitors of human RAD52 DNA annealing; recombinant RAD52 DNA annealing, FRET fluorescence; 360,000 compounds, 0.46% hits; inhibition, % at 18.7 µM; P43351;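 active = every replicate showing at least 50% inhibition; inconclusive = mean inhibition at least 50% but not in every replicate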
An asterisk follows results filed as active; ? = inconclusive; . = no result given. The order is random. About 2.5% of those tested had a hit in this group.

SMILES	E-selectin induc	ERp5 inh	RAD54 inh	ERAP1 HTS inh	S100A4 MyoIIA	esBAF inh	XiGFP reactiv	RAD52 inh
O=C(NCc1ccc(Cl)cc1)C1CCC(CNc2c(N3CCCCC3)c(=O)c2=O)CC1 (configuration not stated)	1.8	1	-4	1	-2	1	0.2	-2
C[C@@H]1CN([C@H](C)CO)C(=O)c2cc(NS(=O)(=O)c3ccc(Cl)cc3)ccc2O[C@@H](C)CCCCO[C@@H]1CN(C)Cc1ccc(Cl)c(Cl)c1	.	-2	2	-5	-5	0	0.0	-2
CO[C@H]1CN(C)C(=O)c2cc(NS(=O)(=O)CC(F)(F)F)ccc2OC[C@H](C)N(C)C[C@H]1C	0.0	0	11	-2	-6	0	-0.1	22
Cc1noc(C)c1S(=O)(=O)Nc1ccc2c(c1)CC(=O)N([C@H](C)CO)C[C@@H](C)[C@@H](CN(C)C(=O)Nc1ccccc1)O2	0.3	-1	.	2	4	1	-0.9	-8
C[C@@H]1NS(=O)(=O)[C@H]2C[C@@H]3C=C[C@]2(O3)[C@H]1OC(=O)Nc1ccc(C(F)(F)F)cc1[N+](=O)[O-]	-0.6	-1	6	0	-5	-1	0.0	-9
O=C1CCC(=O)N1CC(=O)N1CCCc2ccccc21	0.1	-2	4	-8	0	0	-0.1	-15
CCCCNC(=O)c1ccc2nc(CC)c(N(C)Cc3ccc(OC)cc3)n2c1	0.3	6	1	0	3	-4	0.1	-23
CC[C@H](C)C(=O)N[C@H]1CCCN1C(=O)/C=C/c1ccccc1	0.3	7	-3	.	0	-1	0.3	-3
CO[C@H]1CN(C)C(=O)c2cc(NC(=O)C3CCC3)ccc2OC[C@@H](C)N(CC2CCCCC2)C[C@@H]1C	0.0	0	1	2	-10	12	-0.7	5
CCC(c1nc2ccccc2[nH]1)n1c(-c2cnccn2)nc2ccccc21 (configuration not stated)	5.3	0	.	.	0	.	0.1	-21
CC(C)NC(=O)N1[C@@H](CO)[C@H](c2ccccc2)[C@@H]1CNC(=O)CN(C)C	-0.1	.	-4	.	.	0	0.2	.
O=C(COC(=O)c1ccco1)NNC(=O)c1ccc(Cl)cc1	.	-4	5	-3	-3	-2	-0.1	-2
COc1ccc(NC(=O)Nc2ccc3c(c2)CC(=O)N([C@@H](C)CO)C[C@H](C)[C@H](CN(C)Cc2ccc(C(=O)Nc4ccccc4N)cc2)O3)cc1	.	8	.	3	3	.	-1.5	32
c1ccc(COc2ccc(-c3cc4nc(NCCCn5ccnc5)ccn4n3)cc2)cc1	0.6	3	1	-1	-3	10	0.0	-171
O=C(c1ccccc1)n1ccc(-c2cccs2)n1	.	1	.	.	-2	.	0.0	-26
CC1CCCN(c2ccc(C(=O)NCC3CCCO3)cn2)C1 (configuration not stated)	.	2	-24	-2	49	50*	.	-3
C[C@H](CO)N1C[C@H](C)[C@H](CN(C)S(=O)(=O)c2ccccc2)Oc2ccc(NC(=O)CCC(F)(F)F)cc2CC1=O	0.3	-1	-17	1	5	2	-1.2	-6
C[C@@H]1CN([C@@H](C)CO)C(=O)c2cccc(NS(=O)(=O)c3ccc(F)cc3)c2O[C@@H]1CN(C)S(=O)(=O)c1cn(C)cn1	0.1	13	-11	-2	13	-3	-0.9	1
O=C(c1ccccc1)N(c1ccccc1)c1nccc2ccccc12	0.0	4	-5	.	7	3	0.0	-24
CCN1C(=Nc2ccc(Cl)cc2)SC/C1=C\C(=O)OC	.	-7	0	2	0	61*	.	-9
C[C@H](CO)N1C[C@H](C)[C@H](CN(C)C(=O)NC2CCCCC2)OCCCC[C@H](C)Oc2ccc(NC(=O)Nc3ccccc3)cc2C1=O	0.0	6	-2	2	4	12	0.1	-11
Cc1ccc(C)n1-c1ccsc1C(=O)CC#N	1.0	1	-13	-2	-3	.	0.0	5
COc1cccc(C#Cc2ccc([C@@H]3[C@H](CO)N4C(=O)CN(C(=O)Cc5ccccc5)C[C@@H]34)cc2)c1	0.0	-4	.	0	-4	.	0.5	3
CN(C[C@H]1[C@H](c2ccccc2)[C@H](CO)N1Cc1ccccn1)S(C)(=O)=O	0.1	-8	4	-1	4	0	0.1	-31
C#CCNC(=O)C[C@@H]1C[C@@]2(C(=O)OCC)CCCC=C2N(Cc2ccccc2)C1=O	-0.3	2	.	0	3	.	0.5	-6
Cc1noc(C)c1S(=O)(=O)N(C)C[C@@H]1OCCCC[C@@H](C)Oc2ccc(NC(=O)C3CCCCC3)cc2C(=O)N([C@@H](C)CO)C[C@@H]1C	-0.1	-12	-12	-2	0	10	-0.9	-11
CCc1ccc(OCCSc2nc3ccccc3n2CCC(=O)O)cc1	.	3	-3	-7	-2	-3	0.2	-9
Cc1ccc(-n2c(O)c(C=Nc3ccccc3-c3n[nH]c(=S)[nH]c3=O)c3ccccc3c2=O)c(C)c1	.	7	.	15	8	13	0.7	-10
CC1CC(C)CN(c2ncnc3c2cnn3C)C1 (configuration not stated)	2.0	1	.	-1	-10	.	0.1	1
CCn1c(SCC(=O)NC2=NCCS2)nnc1C(C)NC(=O)c1ccccc1F (configuration not stated)	0.0	0	3	0	-4	-1	0.3	-18
CC(C)NC(=O)Nc1ccc2c(c1)CC(=O)N([C@H](C)CO)C[C@H](C)[C@H](CN(C)S(=O)(=O)c1ccc(F)cc1)O2	-2.5	4	10	0	11	0	0.0	-9
C[C@@H]1CCCCO[C@H](CN(C)C(=O)Nc2ccc(F)cc2)[C@@H](C)CN([C@H](C)CO)C(=O)c2cc(NS(=O)(=O)c3cn(C)cn3)ccc2O1	-0.1	5	-4	-1	2	-5	0.7	4
Cc1ccccc1OCC1CNC(=O)O1 (configuration not stated)	0.0	-3	.	-1	-3	-8	0.5	-10
Cc1ccc(CC2CC(=O)N(CCc3ccccc3)C2=O)cc1 (configuration not stated)	0.4	0	-8	0	-2	14	0.0	-9
OC[C@H]1Nc2ccc(C#Cc3ccc(F)cc3)cc2[C@@H]2[C@H]1CCN2Cc1nccs1	2.6	.	-1	.	.	6	0.3	.
COc1ccc(OC)c(NC(=O)Nc2cccnc2)c1	.	-21	-3	-1	-9	-4	0.3	-9
O=C(COc1cccc2cccnc12)N/N=C/c1ccccc1O	.	3	.	-6	1	.	-0.1	-11
CCN1C(=O)[C@@H]2[C@@H]3CN(S(=O)(=O)c4ccc(C)cc4)[C@@H](c4ccccc4Cl)[C@@H]3C(=O)C[C@@H]2C1=O	-0.1	-10	1	0	0	-7	0.2	0
COc1ccc(C2OC(=O)CC2C(=O)N2CCN(c3cc(Cl)ccc3C)CC2)cc1OC (configuration not stated)	.	-1	6	4	-1	18	0.3	-1
CCCNC(=O)N1CC2(CN(C(=O)C3CCCC3)C2)c2c([nH]c3cc(OC)ccc23)[C@H]1CO	0.0	0	.	-1	8	.	0.4	2
CC(OC(=O)c1oc2ccccc2c1COc1ccccc1)C(=O)NC(N)=O (configuration not stated)	3.1	?	.	-4	-2	.	0.1	-13
Cc1cccc2cc(C#N)c(NCc3ccccc3)nc12	1.9	-1	5	-1	4	.	0.3	-20
COC(=O)CCC(=O)NC(=S)Nc1c(C)cccc1C	.	-8	.	1	?	.	0.0	-14
O=C(Nc1nc(-c2ccccn2)cs1)c1cccc(-n2cnnn2)c1	-1.8	1	6	2	4	-14	0.0	-54
COc1cc(C(C2C(=O)CC(C)(C)CC2=O)C2C(=O)CC(C)(C)CC2=O)ccc1O	.	5	8	0	0	-2	0.0	-7
O=C(Nc1ccccc1)C(CCCCN1C(=O)c2ccccc2C1=O)N1C(=O)c2ccccc2C1=O (configuration not stated)	0.1	4	.	4	-4	.	0.1	-21
C[C@@H]1CN([C@H](C)CO)C(=O)c2cc(NS(C)(=O)=O)ccc2O[C@@H](C)CCCCO[C@@H]1CN(C)Cc1ccc(Cl)c(Cl)c1	-0.3	11	0	0	12	3	-0.8	-16
CCCc1nnc(NC(=O)c2ccncc2)s1	.	0	.	0	9	.	.	-6
CC(=O)N(C)C[C@H]1Oc2cc(-c3ccc(C)cc3)ccc2S(=O)(=O)N([C@H](C)CO)C[C@H]1C	.	1	-19	4	-5	0	0.1	1
O=C(NCc1ccc(F)cc1)C1CCN(S(=O)(=O)N2CCCC2)CC1	.	7	.	-2	5	.	0.0	-6
C[C@@H]1CN([C@H](C)CO)C(=O)c2cc(C#Cc3ccccc3)cnc2O[C@@H]1CN(C)C(=O)CN(C)C	0.0	2	7	1	-21	2	-0.2	15

Structures listed so far containing an aryl methoxy group, in the order listed:
SMILES	E-selectin induc	ERp5 inh	RAD54 inh	ERAP1 HTS inh	S100A4 MyoIIA	esBAF inh	XiGFP reactiv	RAD52 inh
CCCCNC(=O)c1ccc2nc(CC)c(N(C)Cc3ccc(OC)cc3)n2c1	0.3	6	1	0	3	-4	0.1	-23
COc1ccc(NC(=O)Nc2ccc3c(c2)CC(=O)N([C@@H](C)CO)C[C@H](C)[C@H](CN(C)Cc2ccc(C(=O)Nc4ccccc4N)cc2)O3)cc1	.	8	.	3	3	.	-1.5	32
COc1cccc(C#Cc2ccc([C@@H]3[C@H](CO)N4C(=O)CN(C(=O)Cc5ccccc5)C[C@@H]34)cc2)c1	0.0	-4	.	0	-4	.	0.5	3
COc1ccc(OC)c(NC(=O)Nc2cccnc2)c1	.	-21	-3	-1	-9	-4	0.3	-9
COc1ccc(C2OC(=O)CC2C(=O)N2CCN(c3cc(Cl)ccc3C)CC2)cc1OC (configuration not stated)	.	-1	6	4	-1	18	0.3	-1
CCCNC(=O)N1CC2(CN(C(=O)C3CCCC3)C2)c2c([nH]c3cc(OC)ccc23)[C@H]1CO	0.0	0	.	-1	8	.	0.4	2
COc1cc(C(C2C(=O)CC(C)(C)CC2=O)C2C(=O)CC(C)(C)CC2=O)ccc1O	.	5	8	0	0	-2	0.0	-7
